# Screening data: PubChem BioAssay, several laboratories
# E coli Lon inh – inhibitors of E. coli Lon protease; P0A9M0; purified E. coli Lon protease, fluorescence polarization; inhibition, % at 7.94 µM; 360,000 compounds, 0.42% hits; in the data active means inhibition above about 13%, passing the limit was not always enough;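 further: 0% = enzyme with probe and DMSO and 100% = no enzyme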
# CendR NRP1 mod – modulators of CendR peptide binding to human neuropilin-1. FAM-RPARPAR peptide binding to NRP-1, fluorescence polarization. inhibition, % at 25 µM. 360,000 compounds, 0.85% hits. AID 602438;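 active means inhibition or corrected inhibition above about 18%, plus a signal ratio from 0.5 to 1.5, limit read from the data, passing the limit was not always enough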; further: strong numbers were not always called active
# TbMetRS inhib – Trypanosoma brucei MetRS inhibition | purified T. brucei MetRS, ATP depletion, Kinase-Glo luminescence | inhibition, % at 11.9 µM | 360,000 compounds, 0.4% hits | AID 624268;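 active means inhibition above a per-plate cutoff of the control wells' mean inhibition plus 3 SD, cut at about 5.5% in these data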;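 further: 0% = DMSO wells median and 100% = median of wells with control inhibitor compound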
#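 Dosing: 11.9 µM single point; system: parasite MetRS enzyme; technique: luminescence of leftover ATP; times: 15 min enzyme-compound preincubation, 2 h reaction, 10 min detection, 25 °C; replicates: each compound tested once; read-out basis: percent inhibition relative to median high and low control wells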
# LMPTP block – LMPTP (human) inhibition; P24666; recombinant LMPTP-A, OMFP fluorogenic substrate, fluorescence intensity; inhibition, % at 20 µM; 360,000 compounds, 0.22% hits; AID 651560;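 active means compounds that cut the enzyme signal by at least half of the control window in the single-dose screen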;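 further: plate controls were DMSO wells with enzyme plus substrate for no effect and substrate without enzyme for full effect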
# Target sequence (P24666 whole entry, looked up): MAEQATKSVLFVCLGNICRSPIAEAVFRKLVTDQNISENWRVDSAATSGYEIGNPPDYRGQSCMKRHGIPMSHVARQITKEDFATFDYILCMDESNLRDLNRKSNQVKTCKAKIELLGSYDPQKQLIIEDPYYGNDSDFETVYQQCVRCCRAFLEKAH
#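 Buffer or medium: Bis-Tris pH 6.0, DTT, detergent; Assay system: LMPTP-A enzyme; Quantity: 0.625 nM enzyme; Detection: endpoint fluorescence intensity; Times: 50 min dark incubation at room temperature; Controls: substrate-only low control, DMSO enzyme-plus-substrate high control; Doses: single 20 µM dose; Read-out: percent inhibition versus substrate-only and uninhibited controls; Reagent: 400 µM OMFP.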
# Scp-1 inhibitor – inhibitors of human Scp-1 phosphatase | AID 493091 | inhibition, % at 20 µM | 340,000 compounds, 0.88% hits | Q9GZU7 | Recombinant Scp1, phosphopeptide, malachite green phosphate absorbance;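 active means inhibition above about 50% at 20 µM, limit read from the data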;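 further: plate controls were DMSO wells with enzyme for no effect and wells lacking enzyme for full effect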
# Target sequence (Q9GZU7 76-261 limits assumed): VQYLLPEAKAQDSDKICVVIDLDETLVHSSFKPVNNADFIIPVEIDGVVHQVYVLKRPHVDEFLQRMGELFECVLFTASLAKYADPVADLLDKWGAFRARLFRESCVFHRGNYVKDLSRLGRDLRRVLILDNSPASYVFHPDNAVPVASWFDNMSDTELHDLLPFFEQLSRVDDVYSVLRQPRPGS
#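 Incubation: 45 min enzyme reaction at room temperature / System: truncated SCP-1 phosphatase (76-261aa) / Reagent: Phospho 17-mer peptide substrate / Buffer or medium: Acidic Tris acetate buffer with magnesium and detergent / Signal: absorbance at 630 nm / Doses: one concentration, 20 µM, with 1.0% DMSO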
# MsrA act – activators of bovine methionine sulfoxide reductase A; purified bovine MsrA, absorbance read-out; activation, % at 10.6 µM; 360,000 compounds, 0.3% hits; AID 602163; in the data active means activation above about 7.5%;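 further: 0% = vehicle and 100% = reference activator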
# SUMO1 PPI mod – alters human SUMO1 binding to SIM partners. P63165. SUMO1 binding to a labelled peptide, TR-FRET, 1 h. inhibition, % at 20 µM. 360,000 compounds, 0.33% hits; in the data active means inhibition above about 37%
# Target sequence (P63165 whole entry, looked up): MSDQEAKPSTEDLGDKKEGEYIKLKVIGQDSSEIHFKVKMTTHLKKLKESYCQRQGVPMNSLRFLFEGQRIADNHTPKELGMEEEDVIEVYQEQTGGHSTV
# DNMT1 inh – DNMT1 (human) enzyme inhibition; P26358; 360,000 compounds, 0.83% hits; DNMT1 molecular beacon, Hinp1I cleavage, fluorescence; inhibition (reported as % activation of signal), % at 10 µM; in the data active means inhibition above about 50%
# MsrA inh – bovine MsrA inhibition. purified bovine MsrA, absorbance read-out. inhibition, % at 15.5 µM. 360,000 compounds, 0.75% hits; in the data active means inhibition above about 4.5%;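 further: 0% = vehicle wells with enzyme and 100% = reference inhibitor wells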
# STEP inh – inhibitors of human striatal-enriched phosphatase STEP | recombinant STEP, OMFP fluorogenic substrate, fluorescence | inhibition, % at 20 µM | 360,000 compounds, 0.25% hits;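 active means inhibition at 20 µM, scaled per plate between control wells, above about 37%, limit read from the data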;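 further: 0% = DMSO with enzyme and substrate and 100% = substrate only without enzyme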
# Target sequence (P54829 whole entry, looked up): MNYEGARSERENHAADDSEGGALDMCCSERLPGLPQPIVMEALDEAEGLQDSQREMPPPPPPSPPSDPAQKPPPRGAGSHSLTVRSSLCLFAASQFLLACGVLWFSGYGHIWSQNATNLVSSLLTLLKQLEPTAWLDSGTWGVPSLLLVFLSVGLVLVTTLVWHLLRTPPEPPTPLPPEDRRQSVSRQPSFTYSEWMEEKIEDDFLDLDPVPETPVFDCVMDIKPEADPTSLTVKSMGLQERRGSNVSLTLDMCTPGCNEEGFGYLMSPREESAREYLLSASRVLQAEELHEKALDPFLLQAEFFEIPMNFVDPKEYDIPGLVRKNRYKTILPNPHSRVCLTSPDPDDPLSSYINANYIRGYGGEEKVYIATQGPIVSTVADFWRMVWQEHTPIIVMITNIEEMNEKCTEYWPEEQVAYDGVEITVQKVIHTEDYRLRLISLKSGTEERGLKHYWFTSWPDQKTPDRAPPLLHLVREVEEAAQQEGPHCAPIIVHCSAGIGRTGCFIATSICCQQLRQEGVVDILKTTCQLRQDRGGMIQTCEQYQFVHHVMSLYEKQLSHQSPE
#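 System: STEP phosphatase, cell-free reaction; Buffer or medium: Bis-Tris pH 6.0 buffer with DTT, detergent; Incubation: 20 min at room temperature, dark; Measured by: fluorescence, 480/540 nm.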
# An asterisk follows results filed as active; · = no result given. An unsorted share of the library; about 4.3% have a hit in one of these screens.
SMILES	E coli Lon inh	CendR NRP1 mod	TbMetRS inhib	LMPTP block	Scp-1 inhibitor	MsrA act	SUMO1 PPI mod	DNMT1 inh	MsrA inh	STEP inh
Cc1cnc(C)c(N2CCN(C(=O)C3CCC(=O)N(CCc4cccc(F)c4)C3)CC2)n1 (stereo not drawn)	6	8	0.0	-0.2	-5	-3	4	0	0.3	-4
CCNc1nc(NCC)n2c(SCC(=O)NC34CC5CC(CC(C5)C3)C4)nnc2n1	10	12	-0.6	-1.6	3	-9	-3	0	-1.2	1
COCCCN1CN(Cc2ccccc2)CNC1=S	-10	8	-0.4	-2.0	-4	-3	3	11	-0.6	-2
c1ccc(C2NCCNC2c2ccccc2)cc1 (stereo not drawn)	-4	20	0.2	-3.4	-10	-1	-7	-1	-0.5	0
CSc1nsc(SCC(=O)Nc2ccc(Cl)c(C(=O)O)c2)n1	8	6	-1.0	-0.2	-3	-4	6	4	-0.8	2
Cc1ccccc1C(=O)NC1CCN(Cc2nnnn2C2CCCC2)CC1	-3	1	-1.3	-0.5	-2	-11	13	3	-1.5	-2
O=C(O)/C=C/c1cccc(NC(=O)c2ccccc2)c1	1	2	1.1	-0.2	3	-2	7	3	-0.2	-2
Cc1sc(-c2ccncc2)nc1OC(=O)c1ccc(Cl)cc1	0	20	-0.2	1.2	9	2	-14	-2	0.4	4
COc1ccc(OC)c(S(=O)(=O)Nc2ccc(-c3ccc4nnc(C)n4n3)cc2)c1	-13	1	-0.2	0.8	0	-4	-19	-7	-0.1	4
Cc1noc(C)c1CSCC(=O)N(C)CC(=O)Nc1ccc(Cl)c(C(F)(F)F)c1	3	-2	0.3	-0.7	-8	-2	3	4	-1.9	-2
CCCCOc1ccc(/C=C/C(=O)NC2=Nc3ccccc3NC(C)=C2C(=O)OCC)cc1OC	0	-9	-0.3	2.6	-10	-3	-3	-2	-1.0	2
Cc1cc(C(=O)Nc2ccc(Cl)cc2)c(C)n1-c1ccccc1	-5	6	-0.3	2.1	-14	-2	3	2	-0.3	4
C=CCn1c(COc2ccc(OC)cc2)nnc1SCn1nnc2ccccc2c1=O	4	-8	0.5	-0.6	-9	4	-2	-2	-0.5	3
Cc1ccc(Cn2ncc3c(N4CCN(Cc5ccc(Cl)cc5)CC4)ncnc32)cc1	2	-1	-1.1	2.4	-4	1	0	-7	0.4	-3
O=c1c2ccccc2nc(/C=C/c2ccc([N+](=O)[O-])o2)n1CCCO	-3	-201	-0.2	0.8	11	1	-1	2	-0.1	0
Cc1oc2c(C)c3oc(=O)c(CCC(=O)N[C@@H](CC(C)C)C(=O)O)c(C)c3cc2c1C	1	12	-0.2	0.5	-1	-4	6	0	0.6	-2
CCN(CC)c1cc(-c2ccccc2)ncn1	-8	3	-1.4	0.8	34	-10	1	2	1.1	2
NS(=O)(=O)c1cc(C(=O)NCC2CCCCC2)ccc1Cl	7	6	-0.2	-1.9	-10	-2	16	1	-1.8	-1
COc1ccc(Br)cc1-c1nc(C)c(C(C)=O)n1O	-8	-2	-0.4	-0.3	-5	-3	1	-1	2.4	-2
Nc1nc(NCCc2ccccc2)nc(NCCO)c1[N+](=O)[O-]	3	4	0.7	-0.5	-5	-3	-4	2	3.4	0
Cc1ccc(CNC(=O)CN(C(=O)C2(C)CC(=O)N=C3C=CC=CN32)c2ccc(F)cc2)cc1 (stereo not drawn)	-7	3	0.1	0.4	-10	0	2	3	2.7	0
CC(=O)NC(CSc1cc(C)nc2ccc(Br)cc12)C(=O)O (stereo not drawn)	-10	5	-0.1	-0.1	-3	1	-5	-3	0.1	0
COc1ccc(CCN2CC(C(=O)OC(C)C(=O)Nc3cccc(Cl)c3)CC2=O)cc1OC (stereo not drawn)	2	-6	0.3	-1.0	-11	-3	-2	2	0.8	-5
CCOc1ccc(NC(=S)N2CCCC2)cc1	-5	2	0.0	-0.2	-2	-4	-2	4	0.5	-5
Cc1ccc2cc(C3CC(c4cccs4)=NN3S(C)(=O)=O)c(Cl)nc2c1 (stereo not drawn)	10	-7	-0.2	0.7	-7	-2	-8	0	-0.2	2
COc1ccc(NC(=O)CN(C)C(=O)c2cccc(S(=O)(=O)Nc3ccc(F)cc3)c2)cc1	9	4	-0.4	0.5	-2	-5	2	1	-0.2	2
Cc1nn2c(-c3ccc(S(=O)(=O)N4CCN(CCO)CC4)o3)nnc2c2ccccc12	-7	7	0.3	0.2	-7	0	15	2	0.7	-2
CC(=O)c1ccc(NC(=O)Cn2cnc(S(=O)(=O)N3CCC(C)CC3)c2)cc1	-6	-4	0.2	7.9	-1	0	5	2	-1.1	5
N#Cc1ccccc1Sc1ccccc1C(=O)NCC(c1ccco1)N1CCCCC1 (stereo not drawn)	-19	-4	-0.2	-8.7	-13	-2	-17	-6	1.1	-2
CCC(C)N(C(=O)COC(=O)C1CCN(S(=O)(=O)c2ccc(C)c(C)c2)CC1)C1CCS(=O)(=O)C1 (stereo not drawn)	-1	6	-0.3	-0.6	3	-4	1	-2	-1.5	-1
Cc1ccc(C)c(NC(=O)c2cc(-c3ccccc3O)n[nH]2)c1	-4	8	-0.7	2.1	-8	-1	0	-3	1.1	-1
O=S(=O)(c1cccc2cccnc12)N1CCOCC1	-2	3	0.6	0.3	-8	-2	-9	5	-0.1	-1
Cc1ccc(OCC(=O)c2cc(C)n(C)c2C)c([N+](=O)[O-])n1	14	3	0.3	1.4	0	-3	-19	0	1.3	3
O=C(Nc1ccc(N2CCOCC2)cc1)Nc1ccc2nc(-c3ccco3)c(-c3ccco3)nc2c1	3	1	-0.8	4.3	-4	-7	15	-32	3.9	2
COc1ccc([N+](=O)[O-])c(S(=O)(=O)c2ccccc2)n1	15	9	1.0	-1.5	-9	-5	-24	8	1.3	0
CC(C)c1ccc(S(=O)(=O)N2CCN(C(=O)C3CCCCC3)CC2)cc1	-6	-2	0.8	0.7	-7	0	3	1	-0.3	2
CCn1nccc1C(=O)NC1=C(C#N)CCC1	-6	3	0.1	-0.9	1	-1	1	1	0.1	-4
COCCOC(=O)C1=C(N)OC2=C(C(=O)CC(C)(C)C2)C1c1ccncc1 (stereo not drawn)	-2	7	-1.0	2.5	-7	-7	-1	0	1.1	-2
CCOc1ccc(C(=O)N2CCN(C(=O)c3ccco3)CC2)cc1OCC	-8	-4	-1.1	0.5	-15	-2	-2	-3	-1.0	-1
O=C1CCCc2c1[nH]c1ccc(Br)cc21	5	7	0.4	1.0	-13	1	-13	3	1.3	0
CCc1noc(C)c1C(=O)Nc1cc(Cl)ccc1-n1cncn1	0	-4	-0.5	-0.6	-4	-1	-2	-2	2.2	-1
Cc1ccc(C(=O)NCC(=O)OCCCOC(=O)CNC(=O)c2ccc(C)c(C)c2)cc1C	7	0	-0.6	-2.8	-10	-3	-2	-7	-1.0	0
CCN(CC(=O)NCCc1ccccc1)S(=O)(=O)c1ccc(Br)cc1	3	-5	-0.3	0.4	10	-2	2	0	-1.1	0
O=C(NCc1cccnc1)c1ccc(COc2ccccc2Cl)o1	10	-2	-0.7	0.3	-1	-3	6	2	0.5	-2
CC(=O)Nc1ccc(C(=O)Nc2nc(-c3cccnc3)cs2)cc1	-6	-8	-0.9	5.5	8	-9	60*	-4	3.7	12
COc1ccc(C(=O)NNC(=O)Nc2ccc(C)cc2)cc1	-9	2	-0.6	-0.1	-8	-5	-2	4	0.6	-2
O=C(Nc1ccc2c(c1)OCO2)C1CC1(Cl)Cl (stereo not drawn)	5	-11	0.3	1.6	-3	1	1	-11	-0.8	-2
S=C(NCCc1ccccc1)Nc1ccc(Br)cc1	4	-1	-0.5	1.0	1	-9	1	2	0.5	8

# 4 structures out of the list, arranged by SMILES length, high to low.
SMILES	E coli Lon inh	CendR NRP1 mod	TbMetRS inhib	LMPTP block	Scp-1 inhibitor	MsrA act	SUMO1 PPI mod	DNMT1 inh	MsrA inh	STEP inh
CCN(CC(=O)NCCc1ccccc1)S(=O)(=O)c1ccc(Br)cc1	3	-5	-0.3	0.4	10	-2	2	0	-1.1	0
CCc1noc(C)c1C(=O)Nc1cc(Cl)ccc1-n1cncn1	0	-4	-0.5	-0.6	-4	-1	-2	-2	2.2	-1
COc1ccc(C(=O)NNC(=O)Nc2ccc(C)cc2)cc1	-9	2	-0.6	-0.1	-8	-5	-2	4	0.6	-2
S=C(NCCc1ccccc1)Nc1ccc(Br)cc1	4	-1	-0.5	1.0	1	-9	1	2	0.5	8

# New compounds follow.
SMILES	E coli Lon inh	CendR NRP1 mod	TbMetRS inhib	LMPTP block	Scp-1 inhibitor	MsrA act	SUMO1 PPI mod	DNMT1 inh	MsrA inh	STEP inh
COC(=O)c1ccccc1NC(=O)Cn1cnc([N+](=O)[O-])c1	4	13	-0.5	-2.2	-10	-2	-9	1	-1.2	-4
Cc1csc(NC(=O)CCNC(=O)c2ccc([N+](=O)[O-])cc2)n1	-9	1	-0.7	-1.0	-5	-12	-27	3	-0.8	-2
COCCOCC(O)CN1CCN(c2ccccc2)CC1 (stereo not drawn)	-7	2	-0.2	0.4	4	1	1	4	2.6	2
COc1ccc(-c2ccc(-c3noc(-c4ccccc4C)n3)c(OC)n2)cc1	-12	-14	0.3	3.3	-15	1	31	-5	-0.4	4
O=C(c1ccc(COc2ccc3ccccc3c2)o1)N1N=C(C(F)F)CC1(O)C(F)F (stereo not drawn)	1	-3	-0.7	3.8	-11	0	7	-13	·	-1
CCC(=O)Nc1nc2nc(-c3ccccc3)cc(-c3ccccc3)n2n1	-5	21*	-0.7	-0.9	-2	-1	1	8	0.5	1
Cc1ccc(CCNC(=O)CCNS(=O)(=O)c2ccc3c(c2)c(=O)n(C)c(=O)n3C)cc1	0	-8	-0.1	-0.7	-4	-5	-1	0	0.0	-3
CC1(C)CC(=O)N(c2cccc(C(F)(F)F)c2)C(=O)C1	-10	-12	0.2	-1.7	0	0	-2	-5	-0.9	-1
O=c1c2cnn(-c3ccccc3)c2ncn1CCc1ccccc1	12	13	-0.7	-0.5	-7	-1	0	22	0.1	-2
O=C(NC(Cc1ccccc1)C(=O)NCc1ccccn1)c1ccco1 (stereo not drawn)	-11	0	-0.2	-0.9	-5	-4	-1	-5	-0.5	-3
O=C(COC(=O)c1cccc(O)c1)Nc1nnc(-c2ccccc2)o1	0	-7	-0.2	0.1	-6	5	8	2	-1.3	0
O=C(O)c1ccccc1C(=O)Nc1ccc(-n2nc(C(F)(F)F)cc2C(F)(F)F)cc1	-5	4	-0.7	-0.5	-6	-2	4	7	0.9	1
